BoNT-F LC inh = BoNT/F light chain protease inhibitors, primary screen, biochemical, flow cytometry, MLPCN library | inhibition, % at 10 µM | Botulinum neurotoxin type F light chain protease (Clostridium botulinum) | actives 0.22% (n = 360,000) | Multiplex microsphere protease cleavage assay; in the data active = inhibition above about 35%, passing the limit was not always enough; inconclusive = no clear call, values can overlap the other calls; also: plate controls were buffer without enzyme for full effect and enzyme alone for no effect
BoNT-A LC inh2 = BoNT/A light chain protease inhibitors, primary screen, biochemical, flow cytometry, MLPCN library; multiplex microsphere protease substrate cleavage; inhibition, % at 10 µM; AID 588499, 2011; actives 0.17% (n = 360,000); also: plate controls were buffer without enzyme for full effect and enzyme alone for no effect
Mtb BioA inh = M. tuberculosis BioA enzyme inhibitors, primary screen, biochemical, plate reader, single point, HTS; 7,8-diaminopelargonic acid synthase BioA (Mycobacterium tuberculosis); inhibition, % at 9.99 µM; purified M. tuberculosis BioA enzyme; actives 0.096% (n = 360,000); in the data active = inhibition above about 40%; inconclusive = no clear call, values can overlap the other calls
GDH-TPI counter = GDH-TPI coupling enzyme inhibitors, primary screen, artefact control for M. tuberculosis FBA inhibitor project, biochemical, absorbance, full deck; GDH-TPI coupled enzyme counterscreen, NADH absorbance; actives 1.2% (n = 360,000); inhibition, % at 4.8 µM; in the data active = inhibition above about 30%;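 also: 0% = DMSO wells and 100% = wells lacking the enzyme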
Anthrax LF inh2 = Bacillus anthracis LF protease inhibitors, primary screen, biochemical, multiplex microsphere, MLPCN library. actives 0.12% (n = 360,000). inhibition, % at 10 µM. Lethal factor (Bacillus anthracis), P15917. multiplex microsphere protease cleavage assay; also: plate controls were buffer without enzyme for full effect and enzyme alone for no effect
Target sequence (P15917 whole entry, looked up): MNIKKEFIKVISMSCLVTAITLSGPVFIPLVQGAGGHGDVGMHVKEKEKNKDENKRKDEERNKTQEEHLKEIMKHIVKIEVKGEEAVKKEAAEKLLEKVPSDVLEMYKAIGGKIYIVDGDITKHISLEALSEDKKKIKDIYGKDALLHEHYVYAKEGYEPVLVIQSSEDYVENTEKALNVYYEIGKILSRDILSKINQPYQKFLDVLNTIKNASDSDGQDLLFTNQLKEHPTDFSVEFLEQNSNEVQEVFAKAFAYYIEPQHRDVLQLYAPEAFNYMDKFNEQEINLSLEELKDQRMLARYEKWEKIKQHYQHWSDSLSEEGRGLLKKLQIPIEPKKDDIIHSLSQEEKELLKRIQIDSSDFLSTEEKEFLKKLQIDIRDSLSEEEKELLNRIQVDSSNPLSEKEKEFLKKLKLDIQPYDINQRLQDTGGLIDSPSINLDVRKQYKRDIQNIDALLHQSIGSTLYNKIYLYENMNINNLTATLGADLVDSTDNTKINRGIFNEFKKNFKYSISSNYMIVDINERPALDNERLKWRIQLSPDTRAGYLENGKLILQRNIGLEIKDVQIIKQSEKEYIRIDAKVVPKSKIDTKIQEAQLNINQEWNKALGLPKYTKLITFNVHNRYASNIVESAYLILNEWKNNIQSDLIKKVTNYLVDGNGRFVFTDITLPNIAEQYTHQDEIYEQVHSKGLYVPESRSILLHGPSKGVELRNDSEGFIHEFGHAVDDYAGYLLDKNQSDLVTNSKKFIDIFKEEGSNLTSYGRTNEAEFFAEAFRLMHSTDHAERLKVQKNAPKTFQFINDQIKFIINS
FadD28 binding = inhibitors of FadD28 bisubstrate probe binding, primary screen, biochemical, fluorescence polarization, single point | actives 0.22% (n = 360,000) | Mycobacterium tuberculosis FadD28 fatty-acid-AMP ligase | inhibition, % at 12.5 µM; in the data active = inhibition above about 8.5%, passing the limit was not always enough; inconclusive = no clear call, values can overlap the other calls
FBA Mtb inh = Mtb FBA enzyme inhibitors, primary screen, biochemical, fluorescence, strain H37Rv. actives 2.3% (n = 360,000). AID 588726, 2011. Fructose-bisphosphate aldolase (Mycobacterium tuberculosis (strain ATCC 25618 / H37Rv)), …. inhibition, % at 1 µM. purified M. tuberculosis FBA, fluorescence read-out; in the data active = inhibition above about 27%;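 also: 0% = vehicle and 100% = reference inhibitor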
PfHsp40 rescue = rescue of yeast from PfHsp40 toxicity, primary screen, S. cerevisiae, ATP luminescence. growth rescue, % at 12.5 µM. S. cerevisiae expressing PfHsp40, growth rescue. actives 0.68% (n = 340,000); in the data active = growth rescue above about 28%, passing the limit was not always enough; inconclusive = no clear call, values can overlap the other calls;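 also: yeast W303a lacking pdr1 and pdr3 grown in galactose medium; growth measured after three days at 30 °C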
UGM FP inh = M. tuberculosis UGM enzyme inhibitors, primary screen, biochemical, fluorescence polarization, single point; UDP-galactopyranose mutase (Mycobacterium tuberculosis (strain ATCC 25618 / H37Rv)), …; purified UGM, fluorescence polarization probe displacement; inhibition, % at 10 µM; actives 0.06% (n = 320,000); in the data active = inhibition above about 10%, passing the limit was not always enough; inconclusive = no clear call, values can overlap the other calls
An asterisk follows results filed as active; ? = inconclusive; . = not tested or not shown. Rule as the data show it, unless noted: active = inhibition above about 30%; inconclusive = no clear call, values can overlap the other calls; inactive = below that.

nr	SMILES	BoNT-F LC inh	BoNT-A LC inh2	Mtb BioA inh	GDH-TPI counter	Anthrax LF inh2
1	O=C(O)/C(=C\c1cccc(C(F)(F)F)c1)c1ccc(S(=O)(=O)N2CCCC2)s1	4	0.1	0.3	16	2
2	O=C(NC(=S)Nc1ccccc1N1CCCCC1)c1ccco1	-2	0.6	-0.1	6	0
3	Cc1ccc2c(c1)N(C(=O)CCC(=O)N1CCOCC1)CCO2	-2	-0.2	0.5	-2	-2
4	COc1ccc(C(=O)Cc2nnc(C)s2)cc1	-4	-0.3	.	2	-3
5	CCOC(=O)c1ccc(-c2c(-c3cc(OC)c(OC)c(OC)c3)noc2C)cc1F	-1	-0.8	-0.3	3	4
6	Cc1ccnc(NC(=O)C2CC(=O)N(Cc3ccccc3)C2)c1 (configuration not stated)	0	-2.6	0.1	-3	3
7	CCOC(=O)c1nn(-c2ccccc2C)c2nc(CC(C)C)c(C#N)c(=O)n12	0	1.2	-1.0	2	-3
8	Cc1nc2c([nH]c3ccc(Br)cc32)s1	0	-0.4	-3.5	-4	-1

nr	FadD28 binding	FBA Mtb inh	PfHsp40 rescue	UGM FP inh
1	-4.2	0	-0.2	6.2
2	-3.6	0	15	2.2
3	-4.4	-3	-0.1	-0.3
4	-2.2	1	-0.7	-0.2
5	-3.2	-3	1.1	-0.1
6	-2.5	-1	1.1	-2.9
7	1.4	17	2.9	-1.0
8	-4.8	-2	-0.2	0.2

The list goes on:
nr	SMILES	BoNT-F LC inh	BoNT-A LC inh2	Mtb BioA inh	GDH-TPI counter	Anthrax LF inh2
9	CCC(=O)Nc1nonc1-c1nc2ccccc2n1Cc1ccc(Cl)c(Cl)c1	2	-0.6	.	.	-5
10	O=C1CN2C(=Nc3ccc(Br)cc3C2c2ccccc2)CCN1 (configuration not stated)	0	-0.7	.	8	-2
11	CC1(C(=O)NS(=O)(=O)c2ccc(F)cc2F)CCN1C(=O)Cc1ccc(-c2ccccc2)cc1 (configuration not stated)	0	-0.7	-1.6	1	0
12	COc1cc(C2c3cc4c(cc3CC3COC(=O)C32)OCO4)cc(OC)c1O (configuration not stated)	-1	-0.1	.	0	-4
13	CC(C)CC(=O)N1CCN(Cc2ccc(Cl)cc2)CC1	34	2.3	2.9	0	-2
14	COc1ccc(OC)c(NC(=O)Nc2nnc(N3CCCCC3C)s2)c1 (configuration not stated)	-6	-1.2	-0.2	14	-8
15	CCOc1ccc(N2C(=O)CC(Sc3nc(-c4cccs4)cc(C(F)(F)F)c3C#N)C2=O)cc1 (configuration not stated)	3	0.9	-1.4	25	2
16	CCOC(=O)/C=C/C(=O)OCC(=O)Nc1ccc(OC)c(Cl)c1	-2	-0.7	0.8	2	1

nr	FadD28 binding	FBA Mtb inh	PfHsp40 rescue	UGM FP inh
9	-2.4	.	-0.5	.
10	-2.4	4	-2.1	0.9
11	-4.3	-1	.	.
12	-2.5	2	-0.8	.
13	-2.3	1	-0.3	-0.3
14	4.9	3	1.1	0.3
15	-3.9	4	0.3	2.9
16	-1.6	0	-0.4	-1.6

Continuation.
nr	SMILES	BoNT-F LC inh	BoNT-A LC inh2	Mtb BioA inh	GDH-TPI counter	Anthrax LF inh2
17	COc1cccc(/C=C/C(=O)Nc2cccc(C(C)=O)c2)c1OC	-5	0.0	.	0	-3
18	CCOC(=O)c1c(C)[nH]c(C)c1S(=O)(=O)NCC1CCN(Cc2ccccc2OC)CC1	-2	-2.1	.	-11	0
19	CCc1nnc2sc(-c3ccc(NC(=O)c4ccco4)cc3)nn12	-3	-1.9	-1.3	28	-1
20	COc1ccc2c(c1OC)C(=O)OC2C/C(=N\NC(N)=O)c1ccccc1 (configuration not stated)	-3	-0.7	.	-1	-4
21	C[C@]12CCC3C(CC[C@H]4CCCC[C@]34C)C1CC[C@@]2(O)CNCCO (some centres not stated)	-10	-3.4	-1.6	6	-10
22	O=C(OC1CCOC1=O)c1ccc2ncsc2c1 (configuration not stated)	5	0.1	2.0	2	-10
23	COc1ccccc1/C=C/C1=NC(=C\C=C/c2ccccc2)/C(=O)O1	58*	29	.	20	7
24	COc1cc(OCc2ccccc2)c(OC)c(OCc2ccccc2)c1	-2	0.3	0.2	-8	-6

nr	FadD28 binding	FBA Mtb inh	PfHsp40 rescue	UGM FP inh
17	-6.7	2	2.1	0.2
18	-1.0	2	1.0	-0.9
19	-1.4	-3	0.2	-0.9
20	-1.3	-4	1.5	0.2
21	-0.6	2	?	3.0
22	1.2	0	-0.4	-2.2
23	1.7	0	-0.9	0.4
24	-4.3	-3	1.9	.

The listing continues.
nr	SMILES	BoNT-F LC inh	BoNT-A LC inh2	Mtb BioA inh	GDH-TPI counter	Anthrax LF inh2
25	CC1(C)CC(=O)c2sc(NC(=O)C3COc4ccccc4O3)nc2C1 (configuration not stated)	-14	-1.1	-0.3	34*	-13
26	CS(=O)(=O)O/N=C1\CCCCC1c1ccc([N+](=O)[O-])cc1[N+](=O)[O-] (configuration not stated)	-15	-1.0	-2.2	10	-6
27	Cc1ccccc1NC(=O)Cn1nnc(-c2ccc(CN3CCC(C)CC3)cc2)n1	3	-0.2	.	3	-4
28	CC(NC(=O)CN1CCN(c2ncccn2)CC1)c1ccc(F)cc1 (configuration not stated)	-8	-0.2	.	2	-1
29	Cc1nc(SCc2ccc(Cl)c(Cl)c2)ncc1C(=O)O	10	1.9	.	11	3
30	C=CC(=O)NC(NC(=O)C=C)c1ccc(Br)cc1	-4	?	-2.0	-7	0
31	CCCN(C1CCS(=O)(=O)C1)S(=O)(=O)c1ccc2ccccc2c1 (configuration not stated)	11	-0.1	1.0	1	-6
32	CCOC(=O)CC(=O)CSc1nc2c(sc(=S)n2-c2ccc(C)c(C)c2)c(=O)[nH]1	-9	-1.7	2.6	14	-5

nr	FadD28 binding	FBA Mtb inh	PfHsp40 rescue	UGM FP inh
25	-2.8	2	3.9	1.5
26	-2.0	-3	-1.1	2.6
27	-2.1	0	-0.7	-3.1
28	-1.9	0	-0.2	2.7
29	-3.5	0	1.0	2.2
30	-5.2	-5	-0.8	0.3
31	-4.3	1	0.5	-5.6
32	.	1	-0.6	1.6

Limited to PfHsp40 rescue and Anthrax LF inh2 (2 entries from above):
nr	structure	PfHsp40 rescue	Anthrax LF inh2
29	Cc1nc(SCc2ccc(Cl)c(Cl)c2)ncc1C(=O)O	1.0	3
30	C=CC(=O)NC(NC(=O)C=C)c1ccc(Br)cc1	-0.8	0

(more compounds)
nr	SMILES	BoNT-F LC inh	BoNT-A LC inh2	Mtb BioA inh	GDH-TPI counter	Anthrax LF inh2
33	CCOC(=O)N1CCC(=NNC(=O)c2ccc(O)cc2)CC1	-1	-0.5	3.1	-1	0
34	O=C(Nc1nnc(-c2cccs2)o1)c1ccc(S(=O)(=O)N2CCOCC2)cc1	-3	0.0	.	11	-1
35	COc1ccc(C2OC(=O)CC2C(=O)NC2CCCC(C)C2C)cc1OC (configuration not stated)	6	0.0	.	-4	6
36	Cc1ccc(CN2CCNC(=O)C2CC(=O)NCc2cc(C)n(C)n2)cc1 (configuration not stated)	-5	1.4	0.9	9	-1
37	COc1ccc(N(C)C(=O)c2sc(Cl)nc2C)cc1	5	-1.9	-0.3	-5	-4
38	S=C1NC[C@H](Cc2ccccc2)N1CCc1cccc2ccccc12	-6	-0.1	-0.5	8	7
39	CCOc1ccc(N2CC(NC(=O)c3cccc4ccccc34)CC2=O)cc1 (configuration not stated)	-2	-0.1	.	-4	-1
40	O=C(OCc1ccccc1)N1CCC2CC1c1cc(N3CCN(S(=O)(=O)c4cccc(C(F)(F)F)c4)CC3)ccc12 (configuration not stated)	-1	-0.6	-2.8	15	-11

nr	FadD28 binding	FBA Mtb inh	PfHsp40 rescue	UGM FP inh
33	-0.3	3	1.2	2.2
34	-0.5	4	-0.1	1.0
35	-2.4	3	-0.8	-2.3
36	-0.8	1	0.3	2.6
37	-0.9	8	12	1.9
38	-3.8	1	1.5	-0.1
39	-2.0	-2	0.2	0.6
40	-2.1	5	.	.

Following part:
nr	SMILES	BoNT-F LC inh	BoNT-A LC inh2	Mtb BioA inh	GDH-TPI counter	Anthrax LF inh2
41	CCOC(=O)C1CCCN(C(=O)CCNS(=O)(=O)c2ccc(Br)cc2)C1 (configuration not stated)	-16	0.0	-5.9	10	-4
42	OC(c1ccc(F)cc1)c1ncc(-c2ccccc2Cl)[nH]1 (configuration not stated)	-10	-0.9	-0.5	14	1
43	CC(=O)Nc1ccc(C(=O)CSc2nc3ccc(C)cc3[nH]2)cc1	-11	2.7	-8.4	8	0
44	COc1ccc(Nc2cc(C)nc3ccc(C)cc23)cc1	1	0.1	0.1	16	-2
45	C[C@@H](c1ccccc1)N1C[C@H]2CCCN2c2cc(Br)ccc2S1(=O)=O	5	-0.1	-0.6	-5	-4
46	Nc1ccn(CC(=O)NCCCc2ccccc2)c(=O)n1	-6	0.1	-2.2	5	2
47	COc1ccc(CCNC(=O)c2noc3c2CCCC3)cc1OC	0	1.5	4.4	4	2
48	O=C(C[C@@H]1C[C@@H]2c3cc(NS(=O)(=O)c4ccc(F)cc4)ccc3O[C@@H]2[C@H](CO)O1)N1CCc2ccccc2C1	-5	0.4	-0.3	2	-6

nr	FadD28 binding	FBA Mtb inh	PfHsp40 rescue	UGM FP inh
41	0.2	3	-0.3	1.1
42	-2.2	2	.	.
43	-3.6	6	-0.5	2.7
44	-0.8	-3	.	.
45	-4.6	-1	-0.7	.
46	-0.2	1	0.5	1.6
47	0.1	0	1.2	2.5
48	0.0	1	.	.

Next section:
nr	SMILES	BoNT-F LC inh	BoNT-A LC inh2	Mtb BioA inh	GDH-TPI counter	Anthrax LF inh2
49	COc1cc(/C=C/C(=O)OCC(=O)N2CCc3ccccc32)cc(OC)c1OC	-3	0.3	-0.8	7	4
50	O=C(CCCN1C(=O)c2ccccc2C1=O)NCc1ccco1	13	0.3	1.6	11	-1
51	COc1ccc(Br)c(C(=O)NC2CCCC2)c1	-3	-0.7	.	0	-2
52	Cc1ccc(CNC(=O)Cn2c(=O)n(-c3ccccc3)c(=O)c3sccc32)cc1	-8	-0.6	0.6	3	0
53	CCOC(=O)[C@@H]1[C@H]2COc3cc(OC)ccc3[C@H]2N2C(=O)N(c3ccc(C)cc3)C(=O)[C@@]12C	-1	-0.4	-0.4	4	-5

nr	FadD28 binding	FBA Mtb inh	PfHsp40 rescue	UGM FP inh
49	1.6	15	.	.
50	-3.1	2	0.9	-2.2
51	-3.1	-1	-0.2	1.5
52	-1.8	3	-1.4	-0.3
53	-5.6	-1	2.2	2.0

An unsorted share of the library; overall some 4.7% were active at least once.
